Pin1 inh – qHTS Assay to Find Inhibitors of Pin1. Peptidyl-prolyl cis-trans isomerase NIMA-interacting 1 (Homo sapiens), Q13526. Pin1 FP peptide displacement, HiFluor488, 10 min. 390,000 tested, 0.009% active. Potency, µM (series often up to 115 µM), for inactives: top-dose activity, negative = inhibition, actives largely listed as inhibitors; active = well fitted inhibition curve with a large enough effect in the polarisation, with a control signal flat, not every such curve was filed as active; inconclusive = small, poorly fitted or top-dose-only effect, or effect the other way, or a change in a side signal; inactive = no such curve, though single readings can be large or run the other way; the % refers to the polarisation; also: % is scaled to controls: 0 for no effect and ±100 for the full control effect
HP1b chromo inh – HTS for Inhibitors of HP1-beta Chromodomain Interactions with Methylated Histone Tails; Chromobox protein homolog 1 (Homo sapiens), P83916; AlphaScreen HP1-beta / biotin-H3K9me3 peptide binding; Potency, µM (doses to about 114 µM), without a hit: at the highest dose activity change, negative = inhibition, actives largely listed as inhibitors; 390,000 tested, 0.56% active; also: nearly all actives have a fitted effect of over 70% in size; inactives centre near 23
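HP1-beta protein (50 nM final) preincubated 30 min at room temperature with biotinylated H3(1-18)K9me3 peptide (50 nM) in PBS pH 7.4, 0.01% Tween-20, then compound added for 30 min. AlphaScreen streptavidin donor/nickel chelate acceptor beads (10 ug/mL final), 30 min dark, luminescence read.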
BAZ2B inh – qHTS Assay for Inhibitors of BAZ2B; Bromodomain adjacent to zinc finger domain protein 2B (Homo sapiens), Q9UIF8; AlphaScreen BAZ2B-H3K14Ac peptide displacement; Potency, µM (highest dose often 114 µM), inactives show at the top dose activity change, negative = inhibition, usual class: inhibitors; 360,000 tested, 4.4% active; also: % is scaled to controls: 0 for no effect and ±100 for the full control effect; nearly all actives have a fitted effect of over 60% in size
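Multi-concentration screen (max 110 uM) measuring displacement of acetylated histone H3 peptide from BAZ2B by AlphaScreen, using 50 nM protein, 50 nM peptide and 10 ug/mL streptavidin donor plus Ni-chelate acceptor beads.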
JMJD2A Tudor – qHTS Assay for Inhibitors of JMJD2A-Tudor Domain; Lysine-specific demethylase 4A (Homo sapiens), O75164; AlphaScreen JMJD2A-Tudor / H3K4me3 peptide binding; Potency, µM (titrated, usually from 114 µM), inactives show top-dose activity change, negative = inhibition, usual class: inhibitors; 390,000 tested, 4.4% active; AID 504339, 2011; also: % is scaled to controls: 0 for no effect and ±100 for the full control effect; nearly all actives have a fitted effect of over 50% in size
Tb PGK inh – qHTS Assay to Find Inhibitors of Phosphoglycerate Kinase | Phosphoglycerate kinase, glycosomal (Trypanosoma brucei brucei), P07378 | PGK/GAPDH coupled, Kinase-Glo luminescence, 60 min | Potency, µM (top dose mostly 57.5 µM), for inactives: at the highest dose activity change, negative = inhibition, usual class: inhibitors | 380,000 tested, 0.043% active; also: % is scaled to controls: 0 for no effect and ±100 for the full control effect; nearly all actives have a fitted effect of over 60% in size
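Recombinant glycosomal PGK reaction used 1,3-bisphosphoglycerate generated in-well by GAPDH (100nM final) in 100mM TEA pH 7.6, 5mM MgCl2, 0.01% Tween-20. After 60 minutes at room temperature, ATP was read by Kinase-Glo Plus luminescence end-point.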
BLM helicase inh – qHTS Assay for Inhibitors of Bloom's syndrome helicase (BLM). recombinant BLM DNA unwinding, fluorescence dequenching. Potency, µM (titrated, usually from 56.1 µM), for the others: top-dose activity change, negative = inhibition, usual class: inhibitors. 350,000 tested, 0.2% active;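 also: plate controls were vehicle for no effect and no enzyme for full effect; nearly all actives have a fitted effect of over 35% in size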
GLS inh – qHTS for Inhibitors of Glutaminase (GLS); AID 624170, 2012; Glutaminase kidney isoform, mitochondrial (Homo sapiens), O94925; 410,000 tested, 0.21% active; GLS enzymatic activity, qHTS titration; Potency, µM (top dose mostly 45.5 µM), without a hit: at the highest dose activity change, negative = inhibition, actives largely listed as inhibitors; also: % is scaled to controls: 0 for no effect and ±100 for the full control effect
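Coupled fluorescence readout: glutamate oxidase/HRP/Amplex Red detect glutamate formed by hKGA from L-glutamine (1 mM solution added). Buffer 45 mM KH2PO4 pH 8.2, 0.02% Tween-20; reads at t0 and 30 min RT.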
Pol iota inh – qHTS for Inhibitors of Polymerase Iota; DNA polymerase iota (Homo sapiens), Q9UNA4; Pol iota fluorescent replication assay, 10 min; Potency, µM (titrated, usually from 115 µM), inactives show top-dose activity, negative = inhibition, usual class: inhibitors; 390,000 tested, 1% active; AID 588590, 2011
Target sequence (Q9UNA4 whole entry, looked up): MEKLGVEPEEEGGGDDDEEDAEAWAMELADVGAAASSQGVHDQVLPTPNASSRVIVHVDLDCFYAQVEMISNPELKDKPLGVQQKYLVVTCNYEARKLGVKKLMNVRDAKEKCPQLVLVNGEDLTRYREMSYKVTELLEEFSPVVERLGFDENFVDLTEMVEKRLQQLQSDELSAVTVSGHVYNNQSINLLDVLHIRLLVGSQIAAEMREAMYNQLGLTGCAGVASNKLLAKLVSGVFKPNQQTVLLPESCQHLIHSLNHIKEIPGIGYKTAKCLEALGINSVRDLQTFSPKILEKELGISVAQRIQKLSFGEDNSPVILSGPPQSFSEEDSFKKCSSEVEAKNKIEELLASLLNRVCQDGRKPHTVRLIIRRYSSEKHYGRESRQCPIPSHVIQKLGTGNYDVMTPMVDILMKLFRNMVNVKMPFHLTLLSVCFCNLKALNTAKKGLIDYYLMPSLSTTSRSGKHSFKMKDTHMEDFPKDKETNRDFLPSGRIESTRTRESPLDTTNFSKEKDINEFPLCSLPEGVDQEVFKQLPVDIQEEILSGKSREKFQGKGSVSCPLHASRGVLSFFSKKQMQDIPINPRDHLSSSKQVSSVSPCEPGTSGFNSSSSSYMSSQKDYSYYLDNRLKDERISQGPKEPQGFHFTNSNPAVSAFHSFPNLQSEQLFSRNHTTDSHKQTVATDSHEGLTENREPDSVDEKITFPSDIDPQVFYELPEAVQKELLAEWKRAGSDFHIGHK
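Fluorescent replication assay read twice, at 0 min and 10 min after adding 50 nM (final) substrate. Enzyme (10 nM) and compounds were first incubated 15 min at room temperature; enzyme-free buffer wells were negative controls.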
G9a inh – qHTS Assay for Inhibitors of Histone Lysine Methyltransferase G9a; Histone-lysine N-methyltransferase EHMT2 (Homo sapiens), Q96KQ7; G9a H3K9 monomethylation, AlphaScreen, 2 h; Potency, µM (series often up to 102 µM), for the others: top-dose activity, negative = inhibition, usual class: inhibitors; 350,000 tested, 8.8% active; AID 504332, 2011; also: % is scaled to controls: 0 for no effect and ±100 for the full control effect; nearly all actives have a fitted effect of over 75% in size
Target sequence (Q96KQ7 913-1193 limits assumed): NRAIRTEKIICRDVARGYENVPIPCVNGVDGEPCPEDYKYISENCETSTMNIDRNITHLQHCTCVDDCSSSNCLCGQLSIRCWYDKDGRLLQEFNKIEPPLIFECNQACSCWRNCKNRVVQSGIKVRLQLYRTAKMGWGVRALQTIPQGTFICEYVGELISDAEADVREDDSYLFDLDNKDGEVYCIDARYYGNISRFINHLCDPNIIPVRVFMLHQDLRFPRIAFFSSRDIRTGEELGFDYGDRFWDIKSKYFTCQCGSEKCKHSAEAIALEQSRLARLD
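G9a (20 nM) was preincubated 15 min with compound, then reacted 2 h at room temperature with 500 nM biotin-H3K9 peptide and 20 µM SAM. Monomethyl-H3K9 detected by AlphaScreen using anti-H3K9me1 antibody.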
Numbers without * were called inactive; i = inactive; ? = inconclusive; . = no result given; [ ] = another dose, or the depositor's remark. Unless noted, calls follow the shape of the dose curve; as a rule, active = well fitted curve in the direction sought with a large enough effect; inconclusive = small, poorly fitted or top-dose-only effect, or another doubt; inactive = no such curve, though single readings can be large; an effect the other way counts as inactive or inconclusive. Potency is read from the fitted curve at half-maximal effect. Not all compounds are listed. The share of hits here may be higher or lower than overall.

Pin1 inh	HP1b chromo inh	BAZ2B inh	JMJD2A Tudor	Tb PGK inh	BLM helicase inh	GLS inh	Pol iota inh	G9a inh	smiles
1.6%	-18.6%	-7.4%	-16.4%	-1.7%	-6.6%	14.0%	?	?	COc1ccc(C)cc1NC(=O)c1ccc(NS(=O)(=O)c2cccs2)cc1
-12.5%	13.1%	-3.8%	0.0%	-10.6%	0.4%	6.3%	16.7%	-2.9%	CSc1nc2ncc(C#N)cn2n1
2.3%	25.7%	0.1%	-1.0%	i	-7.0%	2.6%	2.0%	-3.2%[59 µM]	O=C(Nc1ccccc1Cl)c1sc2cccc(Cl)c2c1Cl
-1.6%	-4.0%	1.5%	-17.4%	-5.2%	.	1.7%	?	-8.2%[2.33 µM]	CC[C@H](C)[C@@H](C(=O)NCCCCCCCCCCC(=O)N1CCNCC1)n1cc(CCCCCN)nn1
-8.3%	18.1%	12.5%	-4.1%	15.2%	.	3.4%	28.5%	?	CC1CCC(NC(=O)COC(=O)CCC(=O)c2ccc(Cl)s2)CC1 (stereo not given)
4.6%	22.9%	79.4µM*	79.4µM*	4.4%	-5.5%	5.6%	-17.4%	10.0%[12.7 µM]	C#CCOCCOCCOCCNc1nc(N2CCN(C(=O)[C@H](CCC(=O)O)n3cc(C(N)CC(C)C)nn3)CC2)nc(N2CCN(C(=O)[C@H](CCC(=O)O)n3cc(C(N)CC(C)C)nn3)CC2)n1 (stereo not given in full)
-0.2%	16.2%	.	?	-5.7%	.	4.2%	24.9%	.	c1ccc(OCCSc2ncnc3nc[nH]c23)cc1
5.0%	12.2%[57 µM]	7.0%	-3.2%	7.6%	1.5%	12.2%	29.4%	12.8%[59 µM]	CC(=O)N1CCCc2cc(S(=O)(=O)N3CCC(C(=O)NCCC(C)C)CC3)ccc21
1.7%	25.4%	-1.5%	2.1%	5.6%	-1.2%	?	102.7%[activator]	31.6µM*	Cc1ccccc1Nc1nnc(SCC(=O)N(C)C2CCS(=O)(=O)C2)s1 (stereo not given)
3.6%	25.1%	-1.1%	3.1%	3.5%	-0.7%	9.9%	41.6%[activator]	-8.2%	O=C(N[C@H](C(=O)O)c1ccccc1)C1CCC(Cn2cnc3ccccc3c2=O)CC1 (stereo not given in full)
0.7%	0.4%[57 µM]	?	?	-3.9%	-4.4%	13.1%	-5.4%	-15.3%[59 µM]	COc1ccc(-c2ccc(=O)n(Cc3cccc([N+](=O)[O-])c3)n2)cc1
6.7%	6.6%	-5.0%	-14.3%	6.1%	-0.1%	2.2%	18.4%	2.8%[59 µM]	Cc1nn(-c2ccccc2)c2c1N(CC(=O)N1CCN(c3ccc(Cl)cc3)CC1)C(=O)CS2

Entries above printed as active in G9a inh.
Pin1 inh	HP1b chromo inh	BAZ2B inh	JMJD2A Tudor	Tb PGK inh	BLM helicase inh	GLS inh	Pol iota inh	G9a inh	smiles
1.7%	25.4%	-1.5%	2.1%	5.6%	-1.2%	?	102.7%[activator]	31.6µM*	Cc1ccccc1Nc1nnc(SCC(=O)N(C)C2CCS(=O)(=O)C2)s1 (stereo not given)

Returning to the listing; the 2 compounds before the break are reprinted first.
Pin1 inh	HP1b chromo inh	BAZ2B inh	JMJD2A Tudor	Tb PGK inh	BLM helicase inh	GLS inh	Pol iota inh	G9a inh	smiles
0.7%	0.4%[57 µM]	?	?	-3.9%	-4.4%	13.1%	-5.4%	-15.3%[59 µM]	COc1ccc(-c2ccc(=O)n(Cc3cccc([N+](=O)[O-])c3)n2)cc1
6.7%	6.6%	-5.0%	-14.3%	6.1%	-0.1%	2.2%	18.4%	2.8%[59 µM]	Cc1nn(-c2ccccc2)c2c1N(CC(=O)N1CCN(c3ccc(Cl)cc3)CC1)C(=O)CS2
-9.0%	?	-36.2%	?	-9.0%	-2.0%	-1.1%	-10.5%	1.2%[12.7 µM]	Cn1c(O)c(N=NC(=O)C2COc3ccccc3O2)c2ccccc21 (stereo not given)
-1.4%	-2.3%	?	-17.0%	-2.3%	-4.2%	11.8%	6.8%	27.2%	Cc1ccc(C(C(=O)NC(C)(C)C)N(C(=O)CCC(=O)Nc2ccccn2)c2ccccc2F)cc1 (stereo not given)
0.3%	34.8%	-25.8%	-14.1%	-10.8%	1.7%	0.2%	35.0%[activator]	-0.4%	CC(=O)Nc1ccc(C(=O)NCCCOC(C)C)cc1
0.5%	-7.1%	-19.4%	-19.6%	-4.9%	-2.7%	8.1%	63.6%[activator]	-24.3%	O=C(Nc1ccc2c(c1)OCO2)C1CCN(C(=O)c2ccc(Br)cc2)CC1
-1.4%	5.8%	-2.2%	-3.8%	1.0%	.	5.1%	18.8%	-45.5%	Cc1nnc(SCC(=O)N(C2CCCCC2)C2CCS(=O)(=O)C2)n1N (stereo not given)
-11.8%	24.8%	-10.9%	-28.4%	.	-6.7%	-0.1%	21.1%	?	CC(C)(C)c1ccc(C(=O)NCC(=O)OCC(=O)Nc2ccc3c(c2)OCCO3)cc1
3.8%	46.2%[activator]	-1.6%	1.6%	i	-2.1%	-10.8%	16.2%	21.8%	Cc1onc(-c2c(F)cccc2Cl)c1C(=O)N1C=CC(C(F)(F)F)=NCC1
4.8%	31.0%	62.3%[activator]	-4.8%	-3.4%	-5.0%	6.3%	8.6%	23.2%[59 µM]	CC1(C)CC(=O)C2(CC3=C(CC(C)(C)CC3=O)O2)C(=O)C1
0.9%	34.5%	-20.3%	-19.3%	0.8%	-4.4%	1.1%	-14.9%	9.6%[59 µM]	Cc1cc(/C=N/NC(=O)c2ccsc2)c(C)n1-c1cnccn1
34.0%[activator]	24.0%	-2.7%	-22.0%	i	-4.8%	5.4%	-11.8%	10.2%	COc1ccc2nc(NC(=O)C(NS(=O)(=O)c3cccc4nsnc34)C(C)C)sc2c1 (stereo not given)
-7.7%	11.9%	.	-21.9%	-3.2%	.	-11.5%	23.1%	.	O=S(=O)(N=C(NS(=O)(=O)c1ccc(Cl)cc1)c1ccccc1)c1ccc(Cl)cc1
-0.7%	1.3%	7.8%	-22.6%	-5.7%	-4.6%	6.1%	-7.5%	44.7µM*	Cc1ccc(C2CC(C(F)F)n3ncc(C(=O)Nc4cnn(Cc5ccccc5C)c4)c3N2)cc1 (stereo not given)
-4.7%	2.8%	-15.0%	-4.5%[11.4 µM]	i	-6.1%	10.6%	92.6%[activator]	-43.9%	CC(C)(C)S(=O)(=O)/C(C#N)=N/Nc1ccc(S(C)(=O)=O)cc1
-3.0%	17.6%	-31.7%	-23.6%	-2.7%	-6.2%	-1.9%	30.9%[activator]	-40.3%[59 µM]	CCCN1C(C(=O)c2ccccc2)=C(OC(=O)c2ccc(OC)cc2)c2ccccc2S1(=O)=O
-1.0%	19.3%	-7.9%	-6.2%	4.3%	0.5%	31.1%	-1.0%	9.9%[59 µM]	O=C(O)c1ccc(/C=N/NC(=O)c2cc(-c3cccs3)nc3ccccc23)cc1
2.2%	25.5%	-17.7%	10.0%	-4.6%	-0.8%	-7.4%	-9.8%	25.1%	CCN(CC)C(=O)N1CCN(Cc2ccc3c(c2)OCO3)CC1
-0.9%	30.1%[activator]	-16.1%	4.2%	i	-1.8%	0.0%	-18.0%	-22.2%	Cc1nc2nc[nH]n2c(=O)c1NS(=O)(=O)c1ccc(F)cc1
-6.5%	-1.9%	2.6%	-15.9%	0.9%	-0.6%	5.7%	40.8%[activator]	-5.1%[59 µM]	COc1ccccc1NC(=O)c1cnc(SCC(=O)N2CCCc3ccccc32)n(C)c1=O
-4.2%	22.1%	-0.7%	-11.0%	-4.0%	-5.3%	-1.7%	15.9%	6.3%	Cc1ccc(C(C(=O)NCc2ccc(F)cc2)N(C(=O)c2csnn2)C2CC2)cc1 (stereo not given)
-8.1%	?	?	1.78µM*	i	2.3%	-0.8%	89.8%[activator]	12.6µM*	Clc1ccc(CN2CCCCCC2)cc1
2.3%	22.3%	1.9%	-6.2%	-2.7%	-0.8%	6.4%	6.4%	15.4%[59 µM]	COc1ccccc1NC(=O)/C(C#N)=C/c1c(C)nn(-c2ccc(F)cc2)c1Cl
13.6%	9.0%	?	?	-13.7%	-11.5%	13.8%	?	40.1%[12.7 µM]	Cc1ccc(C(=O)NNC(=O)c2cc3cc4ccccc4nc3s2)cc1
3.3%	12.3%	25.3%	-0.7%	4.0%	.	3.3%	21.9%	-41.8%	Cc1ccc(C(=O)NCC(=O)N2CCCC(C(F)(F)F)C2)s1 (stereo not given)
-2.3%	16.8%	-3.7%	-18.6%	-5.0%	-0.5%	-11.8%	7.1%	-3.7%[59 µM]	O=C(c1cnn2c(C(F)(F)F)cc(-c3ccccc3)nc12)N1CCCc2ccccc21
1.4%	27.9%	-0.8%	-9.3%	-0.3%	2.5%	-1.6%	7.5%	26.5%	CC(c1nnc(SCn2nnc3ccccc3c2=O)n1-c1ccc(Cl)cc1)N(C)C (stereo not given)
-15.6%	47.9%[activator]	-12.2%	9.7%	-10.9%	-1.2%	-5.2%	-8.1%	-3.0%	COC(=O)c1c(C)nc(C)c2c(=O)oc3ccccc3c12
-17.1%	135.7%[activator]	59.4%[activator]	62.1%[activator]	-6.9%	.	1.5%	-19.1%	12.4%[0.501 µM]	O=C1N(c2ccccc2C(F)(F)F)O[C@@]1(c1ccccc1)C1CCCCC1
